# Assay outcomes as filed in PubChem BioAssay.
# UGM FP inh: inhibitors of M. tuberculosis UDP-galactopyranose mutase. 320,000 tested, 0.06% active. inhibition, % at 10 µM. purified UGM, fluorescence polarization probe displacement. P9WIQ1; in the data active means inhibition above about 10%, passing the limit was not always enough; inconclusive means no clear call, values can overlap the other calls
# CCHF vOTU inh: blocks the CCHF virus ovarian tumor domain protease | CCHFV vOTU protease, Pep-AMC fluorescence | inhibition, % at 11.5 µM | 370,000 tested, 0.55% active; further: 0% = vehicle wells with enzyme and 100% = no enzyme wells
# BoNT F protease: BoNT F light chain protease inhibition. Multiplex microsphere protease cleavage assay, flow cytometry. AID 588497. inhibition, % at 10 µM. 360,000 tested, 0.22% active; in the data active means inhibition above about 35%, passing the limit was not always enough; inconclusive means no clear call, values can overlap the other calls; further: plate controls were buffer without enzyme for full effect and enzyme alone for no effect
# VHR inh abs: inhibitors of human VHR1 phosphatase (DUSP3) | P51452 | recombinant VHR phosphatase, pNPP absorbance | inhibition, % at 13.3 µM | 290,000 tested, 0.52% active | AID 1654; in the data active means inhibition above about 50%; further: some compounds called inactive have numbers as strong as hits
# Target sequence (P51452 whole entry, looked up): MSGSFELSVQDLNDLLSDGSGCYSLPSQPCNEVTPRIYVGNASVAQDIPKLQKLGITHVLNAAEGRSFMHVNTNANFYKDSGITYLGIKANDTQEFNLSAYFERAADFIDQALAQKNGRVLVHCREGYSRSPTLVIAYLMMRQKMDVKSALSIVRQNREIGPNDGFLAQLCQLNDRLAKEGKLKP
# FBA Mtb inh: inhibits M. tuberculosis FBA enzyme; P9WQA3; purified M. tuberculosis FBA, fluorescence read-out; inhibition, % at 1 µM; 360,000 tested, 2.3% active; AID 588726; in the data active means inhibition above about 27%;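 further: 0% = vehicle and 100% = reference inhibitor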
# Target sequence (P9WQA3 whole entry, looked up): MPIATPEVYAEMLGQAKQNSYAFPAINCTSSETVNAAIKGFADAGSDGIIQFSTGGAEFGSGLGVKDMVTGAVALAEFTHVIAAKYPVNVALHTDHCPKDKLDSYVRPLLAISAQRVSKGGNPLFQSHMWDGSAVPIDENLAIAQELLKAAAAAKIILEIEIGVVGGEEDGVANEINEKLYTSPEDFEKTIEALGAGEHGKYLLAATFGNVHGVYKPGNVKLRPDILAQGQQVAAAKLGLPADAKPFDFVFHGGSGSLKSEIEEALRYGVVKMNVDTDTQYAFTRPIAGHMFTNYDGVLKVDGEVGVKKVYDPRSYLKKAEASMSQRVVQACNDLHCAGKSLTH
# MazEF act: MazEF (E. coli) toxin RNase activation; P0AE70; FAM/BHQ RNA-DNA oligo cleavage fluorescence, 5 h; activation, % at 20 µM; 350,000 tested, 0.32% active; in the data active means activation above about 50%
# Target sequence (P0AE70 whole entry, looked up): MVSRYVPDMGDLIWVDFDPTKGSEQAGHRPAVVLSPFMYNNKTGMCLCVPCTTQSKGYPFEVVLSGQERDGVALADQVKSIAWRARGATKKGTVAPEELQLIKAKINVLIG
# Mtb BioA inh: inhibitors of Mycobacterium tuberculosis BioA enzyme | purified M. tuberculosis BioA enzyme, plate reader | inhibition, % at 9.99 µM | 360,000 tested, 0.096% active | AID 602481; in the data active means inhibition above about 40%; inconclusive means no clear call, values can overlap the other calls
# GDH-TPI inh: counter-screen for M. tuberculosis FBA inhibitors: GDH-TPI coupled enzymes | inhibition, % at 4.8 µM | AID 588335 | 360,000 tested, 1.2% active | GDH-TPI coupled enzyme counterscreen, NADH absorbance;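 further: 0% = DMSO wells and 100% = wells lacking the enzyme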
# Rv3671c inh: inhibitors of M. tuberculosis serine protease Rv3671c; P9WHR9; inhibition, % at 5.96 µM; 320,000 tested, 0.048% active; AID 2606; in the data active means inhibition above about 38%;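 further: extracellular domain of Rv3671c used as enzyme; 0% = enzyme with DMSO and 100% = no enzyme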
# Target sequence (P9WHR9 whole entry, looked up, the tested form may be a part): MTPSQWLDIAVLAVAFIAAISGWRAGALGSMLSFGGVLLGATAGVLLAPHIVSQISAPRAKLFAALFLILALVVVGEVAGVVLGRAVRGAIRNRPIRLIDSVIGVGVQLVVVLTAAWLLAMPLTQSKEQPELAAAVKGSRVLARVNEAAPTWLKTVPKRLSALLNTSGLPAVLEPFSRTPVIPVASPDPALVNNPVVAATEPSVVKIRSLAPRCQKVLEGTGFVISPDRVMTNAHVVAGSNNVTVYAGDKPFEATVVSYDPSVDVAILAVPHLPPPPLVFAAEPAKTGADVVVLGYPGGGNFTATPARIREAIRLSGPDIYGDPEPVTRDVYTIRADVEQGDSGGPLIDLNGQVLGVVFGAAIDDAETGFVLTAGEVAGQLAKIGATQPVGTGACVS
# FadD28 binding: inhibitors of Mycobacterium tuberculosis FadD28 bisubstrate binding; inhibition, % at 12.5 µM; 360,000 tested, 0.22% active; FadD28 bisubstrate probe binding, fluorescence polarization; in the data active means inhibition above about 8.5%, passing the limit was not always enough; inconclusive means no clear call, values can overlap the other calls
# The depositor's hits bear a star; u = inconclusive; x = not tested or not shown; + = active, no number. Unless noted, no stated cut-off is given here; in the data, active means inhibition above about 30%; inactive means the rest.
SMILES,UGM FP inh,CCHF vOTU inh,BoNT F protease,VHR inh abs,FBA Mtb inh,MazEF act,Mtb BioA inh,GDH-TPI inh,Rv3671c inh,FadD28 binding
CC1CCCCN1Cc1nc2c(c(=O)n(C)c(=O)n2C)n1Cc1c(F)cccc1Cl (stereo not given),-1.6,x,4.0,-1.6,0.6,5.2,1.2,-12.0,-12.6,-1.4
CC1(NC(=O)Cc2csc(-c3ccc(Cl)cc3)n2)CCS(=O)(=O)C1 (stereo not given),-2.0,1.6,-10.0,x,1.8,3.6,0.1,5.6,-10.8,-2.1
COc1ccc(Br)c(C(=O)OCc2cc(=O)oc3cc(C)ccc23)c1,0.1,7.1,-2.1,11.5,-2.4,86.4*,-2.1,2.3,-2.6,1.4
O=C1CCC[C@@H]2[C@@H](Cc3ccccc3)[C@H](N3CCN(c4ccccc4)CC3)C[C@@H]3CCN1[C@@H]32,x,3.1,2.5,x,1.1,6.6,-1.2,5.8,x,-0.6
CC(NC(=O)COC(=O)c1ccccc1O)c1ccccc1 (stereo not given),x,4.0,6.7,x,1.6,2.8,-0.2,6.7,x,0.5
CC(=O)OCC1=C(C(=O)O)N2C(=O)C(NC(=O)c3ccc(COc4c(C)cccc4Cl)o3)C2SC1 (stereo not given),2.2,9.6,2.8,11.1,-2.0,-8.4,4.6,-1.3,1.3,-0.1
COc1ccc(-c2c3c(=O)n(C)c(=O)n(C)c3cn2Cc2ccccn2)cc1,-2.4,-9.0,3.0,-4.4,1.3,3.9,-2.7,1.1,-1.8,-3.1
COc1ccc(C(=O)N/N=C/c2ccccn2)cc1,x,-0.4,0.1,x,1.9,-10.6,0.1,-1.8,x,1.0
COCCCn1c(=O)/c(=C\c2ccccc2OC(F)F)s/c1=C(/C#N)C(=O)NCCOC,2.6,-17.6,-7.1,7.2,1.0,82.6*,x,8.9,-8.2,-1.5
COCCNC(=O)C1CCCN(c2nn3c(=O)cc(C)nc3s2)C1 (stereo not given),-0.3,6.6,-9.6,7.1,0.6,-6.3,-2.9,1.3,4.1,-1.5

# Part of the list above in order of molecular weight, falling.
SMILES,UGM FP inh,CCHF vOTU inh,BoNT F protease,VHR inh abs,FBA Mtb inh,MazEF act,Mtb BioA inh,GDH-TPI inh,Rv3671c inh,FadD28 binding
COc1ccc(Br)c(C(=O)OCc2cc(=O)oc3cc(C)ccc23)c1,0.1,7.1,-2.1,11.5,-2.4,86.4*,-2.1,2.3,-2.6,1.4
COc1ccc(-c2c3c(=O)n(C)c(=O)n(C)c3cn2Cc2ccccn2)cc1,-2.4,-9.0,3.0,-4.4,1.3,3.9,-2.7,1.1,-1.8,-3.1
CC(NC(=O)COC(=O)c1ccccc1O)c1ccccc1 (stereo not given),x,4.0,6.7,x,1.6,2.8,-0.2,6.7,x,0.5
COc1ccc(C(=O)N/N=C/c2ccccn2)cc1,x,-0.4,0.1,x,1.9,-10.6,0.1,-1.8,x,1.0

# (cont.)
SMILES,UGM FP inh,CCHF vOTU inh,BoNT F protease,VHR inh abs,FBA Mtb inh,MazEF act,Mtb BioA inh,GDH-TPI inh,Rv3671c inh,FadD28 binding
NNC(=O)CSc1nc(-c2ccccc2)nc2c1CCCC2,0.2,-9.1,-6.9,-2.0,-1.3,-17.1,x,-2.5,-5.5,-1.2
CCOC(=O)c1c(NC(=O)CSc2nnnn2-c2ccccc2)sc2c1CC(C)(C)NC2(C)C,5.4,-4.3,0.6,12.6,0.3,12.2,-1.1,7.2,-7.0,-3.1
Cc1nc(SCC(=O)Nc2ccc(N3CCOCC3)cc2)nc(C)c1C,3.8,4.5,-8.5,35.8,-3.9,-0.6,x,3.8,-7.4,-2.3
CCn1c(SCCC(=O)O)nnc1-c1cccnc1,0.0,-0.6,13.1,10.5,3.6,5.4,x,-0.9,2.4,-0.4
Cc1ccc(-c2c(C)c(-c3ccc(F)cc3)nc(N)c2C#N)o1,0.8,-12.9,u,22.5,13.9,14.2,1.3,5.6,0.8,-3.1
CC(=O)OC[C@@H]1CN(Cc2ccccc2)C[C@H](n2cnc3c(NCc4ccco4)ncnc32)O1,x,12.2,-1.6,x,-2.6,x,0.3,5.3,x,-3.7
COC(=O)[C@@]1(Cc2ccc(OC)cc2)[C@@H]2C(=CC(=O)[C@H]2CC(=O)C(=O)N(C)C)CN1C(=O)c1ccccc1,-0.1,-9.8,x,-10.7,x,6.4,x,x,3.0,x
S=c1[nH]nc(-c2cc(-c3ccccc3)n[nH]2)n1/N=C/c1cccc(Cl)c1,-0.1,-2.1,u,50.0*,-2.0,-25.2,x,10.2,-9.4,-3.1
CCCCNC(=O)NCCN1CCOCC1,2.3,-3.7,u,12.5,-1.2,12.8,-2.1,-7.7,0.4,-2.9
COCCCNC(=O)c1ccccc1NS(C)(=O)=O,2.5,-22.0,-10.7,-0.5,22.5,3.7,-2.5,4.6,-4.8,-1.1
Cc1ccccc1OCC(=O)Nc1ccc2oc(=O)ccc2c1,-3.4,-2.3,-1.4,-0.1,6.3,6.3,-0.8,2.5,-3.9,-0.3
CC[n+]1c(S(=O)(=O)[O-])ccc2ccc(C)cc21,2.4,9.8,-36.4,13.6,1.9,0.7,-1.5,6.1,4.2,-0.8
CCOC(=O)c1cccc(-[n+]2c(-c3ccccc3)cc(-c3ccccc3)cc2-c2ccccc2)c1,2.9,9.2,0.0,x,6.0,20.6,21.8,2.2,7.1,0.2
COc1ccc(C(=O)CSc2nnc(COc3ccc(C#N)cc3)n2-c2ccccc2)cc1,-2.3,-2.1,9.3,20.0,-1.8,1.4,-2.5,-6.2,0.0,-1.0
COc1ccc(NC(=O)C2CCN(S(=O)(=O)c3ccc(Br)s3)CC2)cc1OC,-0.2,12.1,-21.6,-2.8,-2.2,1.9,x,-7.5,-0.4,-3.1
CC1CCC2(CC1)NC(=O)N(NC(=O)c1cc3ccccc3o1)C2=O (stereo not given),-2.0,7.4,5.4,x,-1.2,1.4,-1.5,1.8,-4.4,x
CCOC(=O)c1c(C)[nH]c(C)c1C(=O)CSc1nc2ccccc2n1CCC#N,5.6,-13.4,2.5,21.2,-0.8,0.0,0.5,2.2,2.8,-1.6
O=C(COC(=O)c1ccc2c(c1Cl)C(=O)c1ccccc1C2=O)NC1CC1,-2.0,3.4,3.1,2.9,-6.2,3.2,x,6.1,-15.7,0.1
COc1ccc(-c2cc3c(=O)n(CC(=O)Nc4ccc(C(C)=O)cc4)ncn3n2)cc1,-0.7,9.6,-1.6,14.0,1.4,-90.2,-1.6,7.8,5.7,0.2
O=C(Nc1cccc(C(F)(F)F)c1)c1ccc(N2CCNCC2)c([N+](=O)[O-])c1,0.2,-10.0,-17.4,26.4,2.0,15.7,x,1.9,-3.6,-2.7
CC(C)[C@H]1CN=C2N(CCNC(=O)CCC3CCCCC3)[C@H](Cc3ccc(O)cc3)CN21,4.7,21.9,-2.5,17.5,-3.3,12.0,0.8,-4.5,-5.4,-2.0
CC1CCN(C(=O)c2ccc(NC3=C(Cl)C(=O)N(Cc4ccccc4)C3=O)cc2)CC1,x,-1.4,-7.3,x,0.6,-13.0,-3.0,4.9,x,-0.7
Cc1cccc(N2CCN(C(=O)c3cc4c(=O)n(C)c5ccccc5c4n3C)CC2)c1C,-0.5,11.2,-6.6,8.2,1.0,-28.9,-1.4,4.0,-5.4,-0.1
O=C(COC(=O)CCC(=O)c1ccc(Cl)cc1)NCCc1ccccc1,0.9,-4.1,4.6,21.7,-0.2,0.3,x,-1.9,0.5,-3.6
Cc1cc(=O)oc2c(CN3CCCCC3)c(O)c(Cl)cc12,2.8,-212.7,-2.6,-8.6,+,2.0,-0.3,1.9,0.4,-3.1
c1ccc(Cn2c(NCc3ccccn3)nc3ccccc32)cc1,0.9,2.9,-0.2,21.6,0.7,0.0,20.3,3.8,-2.7,-0.7
O=C(NCc1ccc(N2CCCC2=O)cc1)c1cnccn1,-0.4,8.9,1.7,20.1,1.2,0.5,-1.5,-3.1,5.1,-3.7
CSc1nc(Oc2ccc3ccccc3c2)c2sccc2n1,0.2,3.6,15.1,5.4,1.0,0.3,x,5.7,-5.3,-0.9
O=C(CSc1cccc[n+]1[O-])c1ccccc1Br,-1.2,-10.5,5.1,33.4,0.2,6.3,x,2.8,0.0,-0.4
O=C(NCC(c1ccco1)N1CCCCC1)c1cccs1 (stereo not given),0.3,9.7,-2.4,x,-0.9,-2.1,-0.6,4.8,6.3,0.6
CC(=O)Nc1ccc(NC(=O)CSc2ccc(-c3ccc(-n4ccnc4)cc3)nn2)cc1,0.9,-2.7,-2.2,x,0.6,-49.4,0.7,6.5,0.6,-1.3
NNC(=O)c1cc(Cl)ccc1Cl,-1.0,-8.0,0.4,-11.0,1.8,-4.2,-1.4,-3.4,-6.7,-0.9
COc1ccc(CNC(=O)C/C(C)=N/NC(=O)c2cnccn2)cc1,-1.4,6.8,-6.1,13.9,1.1,3.6,x,4.5,7.0,-3.1
O=C1/C(=C/c2cccs2)SC(=S)N1c1ccccc1,0.2,-5.9,1.1,-0.7,1.6,-1.7,1.4,6.8,0.0,-4.5
Cc1ccc(C(c2nnnn2CC2CCCO2)N2CCN(C(=O)c3ccco3)CC2)cc1 (stereo not given),1.4,7.2,-8.1,8.8,3.6,12.0,4.1,-7.6,-10.9,-5.3
CC1(C)CC2(CCCN(CC(O)(c3ccccc3)c3ccccc3)C2)CCO1 (stereo not given),2.3,12.4,1.1,21.1,1.4,-1.4,-0.1,9.2,-8.6,-4.2
O=C(Nc1ccc2c(c1)OCO2)c1ccc(Cl)nc1,0.8,8.2,-0.7,5.7,0.7,-8.5,x,-0.6,-4.0,-0.3
O=C(CCNC(=O)c1ccccc1)OCN1C(=O)c2ccccc2C1=O,-1.5,7.7,-5.7,23.2,4.9,8.5,-0.4,11.4,4.6,0.6
Cc1cc(C)c(NC(=O)CCCn2c(=O)oc3ccccc32)c(C)c1,-3.0,10.8,x,x,1.9,4.0,-0.3,5.1,-7.3,0.8
Cn1nc(C(=O)Nc2ccc(Cl)c(S(=O)(=O)N3CCOCC3)c2)c2ccccc2c1=O,-0.8,3.9,-0.8,x,0.9,-10.5,-3.9,2.5,2.0,-1.8
NC(=S)NN=Cc1nccc2c(C(F)(F)C(F)(F)C(F)(F)F)cccc12,x,21.3,-5.0,x,-0.6,3.6,-2.4,24.7,x,-0.2
Cn1cc(C2=C(c3ccc(Cl)cc3Cl)C(=O)NC2=O)c2ccccc21,3.6,-2.2,9.1,17.3,-7.8,-33.8,-5.7,14.0,-118.2,0.9
Cc1cc(C(=O)N2CCCC(Nc3ccc(C)c(C)c3)C2)nc(C)n1 (stereo not given),x,-2.8,-2.5,x,-0.5,7.2,0.7,5.4,x,0.9
COc1cc(OC)c(OC)cc1CNC(=O)c1cc(S(=O)(=O)N2CCOCC2)ccc1F,-0.4,-3.5,-0.7,x,1.5,-9.0,-1.8,-9.1,-13.7,2.2
CCc1c(C(=O)NN2C(=O)C3C4CCC(O4)C3C2=O)csc1C (stereo not given),-1.6,-14.0,-4.3,1.7,0.3,0.9,-1.7,-3.0,-6.0,-0.1
COc1ccc(CN2CSC(=S)N(Cc3ccccc3)C2)cc1,-0.9,9.5,-0.9,-52.1,1.3,-9.0,6.1,9.5,-0.1,0.3
COc1cccc(CNc2nc3ccc(C)cc3n3cnnc23)c1,-2.4,-2.3,-0.4,10.0,1.9,-7.2,-1.8,6.5,-0.6,-1.0
COc1ccc(Cl)cc1S(=O)(=O)N1CCCC1=O,-1.1,-5.7,-1.9,3.1,0.2,7.2,x,-5.5,2.9,-5.1
Cn1cc(C=O)c2ccccc21,-0.4,12.6,7.0,7.8,-2.1,4.3,x,-7.0,-3.2,-3.2
Cc1ccccc1S(=O)(=O)Nc1cccnc1,1.1,6.6,-6.6,41.8,-1.9,-0.4,0.2,-2.9,-1.8,0.8
